Pin1 inhibitor – inhibitors of human Pin1; 390,000 compounds, 0.009% hits; AID 504891; Pin1 FP peptide displacement, HiFluor488, 10 min; Q13526; Potency, µM (series often up to 115 µM), for inactives: top-dose activity, negative = inhibition, most hits filed as inhibitors; active means well fitted inhibition curve with a large enough effect in the polarisation, with a control signal flat, not every such curve was filed as active; inconclusive means small, poorly fitted or top-dose-only effect, or effect the other way, or a change in a side signal; inactive means no such curve, though single readings can be large or run the other way; the % refers to the polarisation; further: potency means the concentration at half of the fitted maximal effect; on the % scale 0 is the no-effect control and ±100 the full control effect
Target sequence (Q13526 whole entry, looked up): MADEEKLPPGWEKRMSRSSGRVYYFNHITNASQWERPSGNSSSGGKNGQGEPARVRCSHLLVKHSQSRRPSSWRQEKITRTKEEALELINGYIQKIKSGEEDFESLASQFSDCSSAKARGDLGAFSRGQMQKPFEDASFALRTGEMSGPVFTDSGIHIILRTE
BAZ2B inh – blocks human BAZ2B | AlphaScreen BAZ2B-H3K14Ac peptide displacement | Potency, µM (doses to about 114 µM), for inactives: top-dose activity change, negative = inhibition, usual class: inhibitors | 360,000 compounds, 4.4% hits | AID 504333; further: potency means the concentration at half of the fitted maximal effect; on the % scale 0 is the no-effect control and ±100 the full control effect; nearly all actives have a fitted effect of over 60% in size
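AlphaScreen displacement of biotin-H3(5-23)K14Ac peptide (50 nM final) from BAZ2B (50 nM final) in PBS pH 7.4, 0.01% Tween-20; complex preformed 30 min RT, then compounds (top 110 uM) 30 min RT, beads 20 min dark.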
GLS inhibitor – blocks human kidney-isoform glutaminase activity; O94925; 410,000 compounds, 0.21% hits; GLS enzymatic activity, qHTS titration; Potency, µM (series often up to 45.5 µM), for the others: top-dose activity change, negative = inhibition, hits mostly inhibitors; further: potency means the concentration at half of the fitted maximal effect; on the % scale 0 is the no-effect control and ±100 the full control effect
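hKGA in 45 mM KH2PO4 (pH 8.2), 0.02% Tween-20 with compound, then 1mM L-Glutamine (stock as added) plus glutamate oxidase/HRP/Amplex red coupling mix. Fluorescence read initially and after 30 min at RT; signal change reflects glutamate formation.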
ERG Ets-DNA blk – blocks human ERG Ets domain binding to DNA; 370,000 compounds, 0.028% hits; AID 624246; fluorescence polarization, His-ERG Ets domain / labelled DNA; Potency, µM (titrated, usually from 76.9 µM), inactives show at the highest dose FP activity, negative = inhibition, most hits filed as inhibitors; P11308; active means well fitted inhibition curve with a large enough effect in the polarisation, with a control signal flat; inconclusive means small, poorly fitted or top-dose-only effect, or effect the other way, or a change in a side signal; inactive means no such curve, though single readings can be large or run the other way; the % refers to the polarisation;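 further: polarization taken with two DNA probes labelled with fluorescein and Texas red; potency means the concentration at half of the fitted maximal effect; % of control where 0% means no effect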
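His-tagged ERG Ets domain (1 uM in the protein solution; 300mM KCl, 50mM Tris-HCl, 1mM EDTA, 1mM DTT, pH 7.5) received compound, then a probe mix of 5 nM fluorescein-DNA and 100nM Texas-615-DNA. Fluorescence polarization was read for both dyes.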
HP1b binding inh – inhibitors of HP1-beta chromodomain binding to methylated histone tails | AID 540317 | AlphaScreen HP1-beta / biotin-H3K9me3 peptide binding | 390,000 compounds, 0.56% hits | Potency, µM (titrated, usually from 114 µM), for the others: at the top dose activity change, negative = inhibition, usual class: inhibitors; further: potency means the concentration at half of the fitted maximal effect; nearly all actives have a fitted effect of over 70% in size; inactives centre near 23
Target sequence (P83916 whole entry, looked up): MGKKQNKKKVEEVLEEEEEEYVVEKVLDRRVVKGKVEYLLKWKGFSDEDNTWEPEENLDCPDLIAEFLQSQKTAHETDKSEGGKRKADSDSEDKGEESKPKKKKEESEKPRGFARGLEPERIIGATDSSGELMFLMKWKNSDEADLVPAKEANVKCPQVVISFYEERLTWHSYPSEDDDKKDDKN
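AlphaScreen: HP1-beta (50 nM) preformed 30 min with biotin-H3(1-18)K9me3 peptide (50 nM) in PBS pH 7.4, 0.01% Tween-20. Compound added for 30 min at RT, then streptavidin donor/nickel chelate acceptor beads (10 ug/mL) for 30 min.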
JMJD2A Tudor inh – JMJD2A Tudor domain (human) inhibition; AlphaScreen JMJD2A-Tudor / H3K4me3 peptide binding; Potency, µM (series often up to 114 µM), without a hit: at the highest dose activity change, negative = inhibition, actives largely listed as inhibitors; 390,000 compounds, 4.4% hits; further: potency means the concentration at half of the fitted maximal effect; on the % scale 0 is the no-effect control and ±100 the full control effect; nearly all actives have a fitted effect of over 50% in size
PGK inhibitor – inhibitors of T. brucei phosphoglycerate kinase; PGK/GAPDH coupled, Kinase-Glo luminescence, 60 min; Potency, µM (top dose mostly 57.5 µM), for the others: at the top dose activity change, negative = inhibition, hits mostly inhibitors; 380,000 compounds, 0.043% hits; further: potency means the concentration at half of the fitted maximal effect; on the % scale 0 is the no-effect control and ±100 the full control effect; nearly all actives have a fitted effect of over 60% in size
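Recombinant glycosomal PGK reaction used 1,3-bisphosphoglycerate generated in-well by GAPDH (100nM final) in 100mM TEA pH 7.6, 5mM MgCl2, 0.01% Tween-20. After 60 minutes at room temperature, ATP was read by Kinase-Glo Plus luminescence end-point.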
PI4K2A block – blocks human PI4K2A kinase activity. Q9BTU6. purified PI4K2A, ADP-Glo luminescence, 1 h; hits give low values. activity change, negative = inhibition, % at 76.9 µM. 420,000 compounds, 0.13% hits. AID 1346378; in the data active means activity change below about -50%; inconclusive means mostly about -30% to -49%;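 further: -100% = wells without enzyme as full effect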
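Compounds are screened against recombinant PI4K2A using PI as substrate and ATP, the latter dispensed at 300 microM. Reactions run one hour at ambient temperature before ADP-Glo detection; full inhibition defined by wells lacking enzyme.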
G9a block – G9a (human) methyltransferase inhibition. AID 504332. Q96KQ7. 350,000 compounds, 8.8% hits. G9a H3K9 monomethylation, AlphaScreen, 2 h. Potency, µM (titrated, usually from 102 µM), inactives show at the top dose activity, negative = inhibition, most hits filed as inhibitors; further: potency means the concentration at half of the fitted maximal effect; on the % scale 0 is the no-effect control and ±100 the full control effect; nearly all actives have a fitted effect of over 75% in size
Target sequence (Q96KQ7 913-1193 limits assumed): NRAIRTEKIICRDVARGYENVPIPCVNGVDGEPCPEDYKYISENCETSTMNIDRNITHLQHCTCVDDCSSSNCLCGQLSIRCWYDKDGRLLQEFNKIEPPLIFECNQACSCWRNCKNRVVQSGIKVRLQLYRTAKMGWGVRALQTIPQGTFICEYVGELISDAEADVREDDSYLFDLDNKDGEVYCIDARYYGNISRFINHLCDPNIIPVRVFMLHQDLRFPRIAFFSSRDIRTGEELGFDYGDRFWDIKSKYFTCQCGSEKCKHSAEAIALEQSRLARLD
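AlphaScreen read-out: biotin-H3K9 peptide (500 nM) methylation by 20 nM enzyme with 20 uM SAM, 2 h at room temperature after 15 min compound preincubation; anti-monomethyl H3K9 antibody plus donor/acceptor beads, 10 min dark.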
* marks the source's active call; other numbers are inactive results; i = inactive; ? = inconclusive; · = not tested or not shown; & = joins results of further samples; ! = not active in a repeat; [ ] = another dose, or the depositor's remark. Unless noted, the call rests on the fitted dose curve; in most records, active means well fitted curve in the direction sought with a large enough effect; inconclusive means small, poorly fitted or top-dose-only effect, or another doubt; inactive means no such curve, though single readings can be large; an effect the other way counts as inactive or inconclusive.

SMILES	Pin1 inhibitor	BAZ2B inh	GLS inhibitor	ERG Ets-DNA blk	HP1b binding inh	JMJD2A Tudor inh	PGK inhibitor	PI4K2A block	G9a block
CC1CCC(NC(=O)c2ccc(N3CCCC3=O)cc2)CC1 (stereo unspecified)	-10%	4%	1%	0%	10%	-11%	-1%	1	-9%
Cc1ccc(N2CC(C(=O)OCC(=O)Nc3cccc(Cl)c3C)CC2=O)cc1 (stereo unspecified)	6%	6%	2%	-2%	4%	-12%	i	0	-27%
OCCC1CN(Cc2cnc(-c3ccc(Cl)cc3)nc2)CCN1C1CCCCC1 (stereo unspecified)	-1%	-3%	16%	-10%	10%	-22%	-2%	-5	-4%
CN(CC(=O)Nc1ccc(OC(F)(F)F)cc1)C(=O)/C=C/c1ccco1	0%	·	0%	12%	16%	-35%	-15%	-3	·
O=C(NCC(c1cccnc1)N1CCOCC1)C(=O)Nc1ccc(F)cc1 (stereo unspecified)	-3%	?	13%	1%	11%	?	1%	-9	?
CCOc1ccc(-c2nnc(-c3cccnc3)o2)cc1OCC	4%	-20%	-2%	-2%	27%	-14%	0%	1	-26%[59 µM]
Cc1cccc(NC(=O)CNC(=O)CN2CCN(C)CC2)c1C	-3%	1%	22%	·	23%	-10%	3%	2	16%[59 µM]
CC(=O)c1ccc(NC(=O)Nc2ncn(Cc3cccc(C)c3)n2)cc1	6%	-2%	1%	3%	34%	-7%	-4%	4	-12%[59 µM]
COC(=O)c1ccc2c(=O)n(CCN3CCOCC3)c(SCC(=O)Nc3ccc(C)cc3)nc2c1	1%	-26%	-4%	-6%	30%	-20%	-7%	-3	·
CCc1ccccc1NC(=O)COc1ccc2c(c1)OCO2	1%	-27%	-3%	3%	33%	-13%[57.1 µM]	4%	0	?
COc1ccc(-c2cn(-c3ccc(C)cc3C)c(=O)[nH]2)cc1OC	0%	-19%	0%	-15%	33%	-9%	-9%	3	11µM*
COCCNC(=O)Nc1ccc2nc(-c3ccco3)c(-c3ccco3)nc2c1	?	5.6µM*	?	8%	8.9µM*	20µM*	?	?	·
Cc1ccc(NC(=O)CN(C)C(=O)Cc2coc3cc(C)c(C)cc23)cc1	9%	·	8%	-2%	12%	-23%	6%	-1	·
CCCCNS(=O)(=O)c1ccc2nc(NC(=O)c3cccnc3)sc2c1	22%	5%	6%	-2%	22%[57 µM]	-18%	?	-2	2%[59 µM]
COc1ccc(-c2nnc(NC(=O)c3cc(C)on3)s2)cc1	21%	7%	13%	-2%	25%	-24%	i	4	-1%[59 µM]
CCOC(=O)c1c(-c2ccc(C)s2)csc1NC(=O)c1cccs1	0%	1%	-1%	-16%	29%	-4%	-9%	-1	-5%[12.7 µM]
Cc1ccc(CNC(=O)C2CCN(S(=O)(=O)N3CCCCC3)CC2)cc1	3%&-3%	-4%&9%	-11%&8%	2%&2%	19%&6%	-8%&-18%	8%&-9%	8&-1	3%
CCc1ccc(NC(=O)CNC(=O)[C@@H]2Cc3ccccc3CN2)cc1	-5%	-23%	-3%	2%	14%	-12%	-8%	1	79µM*
CC(C)=CCN1CCN(Cc2cccc3c2OCO3)CC1CCO (stereo unspecified)	0%	4%	15%	-1%	17%	7%	-1%	1	5%
C/C(N)=C(/C#N)C(=O)COC(=O)c1cc2c(s1)CCCC2	3%	-21%	0%	9%	37%	-5%	-7%	-10	-26%
Cc1csc(SCC(=O)N2CCCC2)n1	-11%	-3%	0%	-3%	19%	-7%	-14%	-2	-6%[12.7 µM]
CCC(C)(C)NC(=O)C(c1ccncc1)N(C(=O)Cn1nnc2ccccc21)c1cc2c(cc1C(C)=O)OCO2 (stereo unspecified)	2%	-4%	-11%	0%	38%	5%	-6%	8	?
Cc1ccc(NC(=O)c2oc3ccc(S(=O)(=O)N4CCC5(CC4)OCCO5)cc3c2C)cc1Cl	2%	-2%	4%	4%	22%	-18%	i	-10	-5%[59 µM]
Cc1cc(Nc2ccc(Br)cc2)n2nc(-c3ccccc3C)nc2n1	12%	-10%	5%	-6%	24%	-29%	9%	-4	-4%[59 µM]
CN(C(=O)c1cccc(NC(=O)Cc2ccc([N+](=O)[O-])cc2)c1)C1CCCCC1	1%	·	17%	-11%	17%	?	0%	-3	·
O=C(CNC(=S)N(CCCN1CCOCC1)Cc1cccs1)N1CCCC1	-1%	2%	-17%	10%	15%	-8%	-4%	-5	-1%
O=C(C1COc2ccccc2O1)N1CCN(c2ccccn2)CC1 (stereo unspecified)	1%	1%	-7%	-9%	21%	-3%	-8%	4	5%
O=C(O/N=C1\CCS(=O)(=O)c2sccc21)C1CC1	-2%	-3%	4%	-1%	34%	-7%	-9%	2	-16%
CCC(=O)NNc1nc2c(C)c(C)ccc2s1	-1%	-18%	17%	-3%	36%	1%	-5%	12	?
Nc1c2c(=O)oc(-c3ccccc3)cc2nn1-c1ccccc1	0%	-5%	0%	-4%	18%	-31%	-3%	-2	-19%[59 µM]
O=C(NCc1ccccc1)c1ccc(-c2ccccc2F)o1	2%	-36%	-1%	·	5%	-17%	·	-1	8%[12.7 µM]
CCOc1cc(CNc2ccc3cn[nH]c3c2)ccc1OC	-4%	?	6%	·	6%	?	0%	-13	28µM*
Cn1cnnc1SCC(=O)c1ccc2c(c1)CCCC2	0%	·	-1%	2%	23%	-13%	·	8	?
C=CCNC(=S)N1N=C(c2ccco2)CC1c1ccco1 (stereo unspecified)	2%	·	-2%	-26%	9%	-31%	-12%	5	·
Fc1ccc(N2N=C(c3cccs3)CC2c2ccco2)c(F)c1 (stereo unspecified)	-8%	228%[activator]	3%	-1%	310%	184%[activator]	-9%	0	·
O=C(NCc1ccccn1)c1cc(S(=O)(=O)N2CCCCCC2)ccc1Cl	-6%	8%	9%	-4%	21%	-10%	0%	2	·
Clc1ccc(OCCn2ccnc2)c2ccccc12	1%	?	1%	-3%	15%	?	-8%	8	-40%[59 µM]
COCCNC(=O)Cn1cnc2ccc(S(=O)(=O)N3CCC(C)CC3)cc2c1=O	-1%	-22%[57.1 µM]	-9%	7%	25%	9%	i	1	-6%
O=C(Cn1cc(C(F)(F)F)cc(Cl)c1=O)Nc1cccc(S(=O)(=O)N2CCCCC2)c1	-8%	4%	-7%	1%	16%	-24%	i	3	-11%[12.7 µM]
Cc1nc(C(=O)N2CCCC(Nc3ccc(C)c(C)c3)C2)cs1 (stereo unspecified)	1%	-19%	0%	-5%	-2%	-19%	i	-5	?
Cc1cccc(Cc2c(C)nc3nc(SCC(=O)NCc4ccco4)nn3c2C)c1	-6%	?	1%	0%	-4%	-25%	-12%	-2	?
CN1CCN(C(=O)CN(CCc2ccccc2)S(C)(=O)=O)CC1	-9%	5%	-7%	·	26%	-16%	i	-4	2%
Cc1ccc(C(=O)NC2CC(C)(C)NC(C)(C)C2)cc1	-9%	6%	6%	-3%	30%	-8%	-2%	8	9%[59 µM]
c1ccc(-c2ccccn2)nc1	-5%	79µM*	-2%	-7%	68%[activator]	?	-2%	5&-4	14µM*!
Cc1ccc(Nc2c(-c3cccnc3)nc3ccc(C)cn23)cc1	10%	-11%	0%	1%	18%	-8%	10%	-1	?
CCn1c(=O)cc(OCC(=O)Nc2nc(C)cs2)c2ccccc21	21%	11%	-4%	10%	36%	1%	-1%	-2	-7%[59 µM]
CC(=O)Nc1ccc(NC(=O)C(C)OC(=O)CNS(=O)(=O)c2ccc(Br)cc2Cl)cc1 (stereo unspecified)	-14%	-20%	2%	10%	19%	-1%	i	4	12%
O=C(CCN1C(=O)/C(=C/c2cccc(Br)c2)SC1=S)NNC(=O)c1cccnc1	?	3%	5%	2%	11%	-9%	-1%	9	-20%
O=C(NCCCNC(=O)c1cncc(O)c1)c1cncc(O)c1	0%	?	8%	-5%	35%[activator]	-2%[11.4 µM]	2%	-9	50µM*
CCc1cc(C(=O)Nc2c(C)nn(Cc3ccccc3Cl)c2C)no1	0%	4%	-2%	-4%	25%	-8%	1%	2	6%[59 µM]
O=C(CN1CCOCC1)NN1CC(=O)N(c2ccc(Cl)cc2)CC1=O	1%	1%	-4%	37%[activator]	50%[activator]	-12%	-2%	-5	-5%[59 µM]
CCN(CC)c1ccc(/C=N/n2c(=S)[nH]nc(C)c2=O)cc1	-2%	-4%	24%	0%	7%	-27%	0%	-1	-42%
NC(=O)C1CCN(C(=O)c2ccc3ccccc3c2)CC1	2%	3%	-1%	1%	28%	-4%	-7%	7	5%
O=S(=O)(Cc1cc(Sc2ccccc2)nc(-c2ccccc2)n1)c1ccccc1	7%	17%	-10%	10%	-2%	-3%[11.4 µM]	-3%	1	14%[59 µM]
CCC(C)(C)NC(=O)C(c1cccn1C)N(C(=O)Cn1nnc2ccccc21)c1ccc(OC)cc1OC (stereo unspecified)	-3%	-38%	-7%	4%	10%	?	i	1	?
O=C1OCCC1Sc1nc2ccccc2c(=O)n1Cc1ccccc1 (stereo unspecified)	-4%	-19%	1%	-3%	24%	0%	-3%	2	-1%[59 µM]
CN(C)C(=O)c1cc(C(=O)c2c(F)cccc2F)c[nH]1	-8%	-7%	-1%	-5%	-8%	-21%	-8%	-1	-12%[0.501 µM]
